High-throughput results (PubChem)
Rpn11 block: Rpn11 (PSMD14) deubiquitinase inhibitors, primary screen, biochemical, fluorescence polarization, uHTS; calls only at 20 µM; AID 588493, 2011; human 26S proteasome, Ub4-pepOG fluorescence polarization; 20S core pre-blocked with epoxomicin; 26S proteasome non-ATPase regulatory subunit 14 (Homo sapiens), O00487; 360,000 compounds, 0.59% hits;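 active = inhibition at 20 µM, scaled to each plate's controls, above about 33%, limit read from the data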
MT1-MMP act inh: blockers of MT1-MMP proenzyme processing, primary screen, HT1080 RFP-PRO-GFP cells, GFP/RFP fluorescence | GFP/RFP ratio fluorescence, overnight; percent of plate control window, DMSO zero | 360,000 compounds, 0.061% hits | Matrix metalloproteinase-14 (Homo sapiens), P50281 | GFP/RFP ratio change, % at 20 µM;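 active = GFP/RFP ratio change of at least 30% with cell ATP level not reduced by more than half and red fluorescence within 50% of control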; also: strong numbers were not always called active
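Test system: HT1080 RFP-PRO-GFP cells; Benchmarks: DMSO and RFP-L50D-GFP cell wells; Timing: cells overnight before dosing, compound overnight, 37 °C, 5% CO2; Compound: one 20 µM compound dose with 1% DMSO; Read-out: GFP/RFP fluorescence ratio.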
CSN deneddyl inh: inhibitors of CSN-mediated cullin deneddylation, primary screen, biochemical, fluorescence polarization, uHTS | Purified CSN, SCF-Nedd8-OG deneddylation | inhibition, % at 12.5 µM | 360,000 compounds, 0.38% hits | AID 651999, 2013;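 active = pattern-corrected inhibition above about 35%, with an unprinted fluorescence ratio check between 0.5 and 1.5, limit read from the data, passing the limit was not always enough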;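 also: 0% = enzyme with substrate and 100% = substrate without enzyme; some results filed as inactive read as strong as hits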
Target sequence (Q92905 whole entry, looked up, one chain of several): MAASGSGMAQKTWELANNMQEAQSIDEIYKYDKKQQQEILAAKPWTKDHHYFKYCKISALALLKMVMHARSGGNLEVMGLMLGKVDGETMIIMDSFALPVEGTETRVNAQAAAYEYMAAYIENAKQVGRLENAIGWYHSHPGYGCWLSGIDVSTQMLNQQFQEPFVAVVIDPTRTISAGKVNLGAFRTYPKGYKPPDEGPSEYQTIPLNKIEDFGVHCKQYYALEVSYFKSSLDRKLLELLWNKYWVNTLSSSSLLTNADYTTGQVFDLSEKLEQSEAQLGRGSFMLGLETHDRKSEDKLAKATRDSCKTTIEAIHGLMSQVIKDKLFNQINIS
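Test system: Human Csn5 produced in HEK293T cells | Compound: 12.5 µM single point | Times: 90 min, room temperature | Signal: Fluorescence polarization readout | Read-out basis: % inhibition of substrate cleavage by Csn5 | Controls: no-enzyme wells high, enzyme-with-substrate wells low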
Rin1-Abl PPI inh: inhibitors of Rin1-Abl protein binding, primary screen, biochemical, TR-FRET; Tyrosine-protein kinase ABL1 (Homo sapiens) + Ras and Rab interactor 1 (Homo sapiens), …; inhibition, % at 7.35 µM; 360,000 compounds, 0.4% hits; AID 588664, 2011; in the data active = inhibition above about 5%, passing the limit was not always enough
SKN-1 inh: suppressors of acrylamide-induced Pgst-4::GFP reporter in worms, primary screen, SKN-1 inhibitor project, whole organism, uHTS, GFP/RFP fluorescence ratio, strain VP596; C. elegans VP596 Pgst-4::GFP/RFP ratio, 24 h; 360,000 compounds, 0.49% hits; inhibition, % at 21.8 µM; AID 624304, 2012;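 active = interference check ratio from 0.5 to 1.5 plus GFP to RFP signal ratio inhibition reaching or exceeding a fixed threshold, cut at about 30% in these data, passing the limit was not always enough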; also: some compounds called inactive have numbers as strong as hits
PABP1 MLLE inh: inhibitors of PABP1 MLLE–PAM2 peptide binding, primary screen, biochemical, fluorescence polarization, FITC-PAM2, GST-MLLE; 360,000 compounds, 0.36% hits; inhibition, % at 20 µM; in the data active = inhibition above about 35%, passing the limit was not always enough;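 also: plate controls were DMSO wells with GST-MLLE for no effect and wells lacking GST-MLLE protein for full effect; some results filed as inactive read as strong as hits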
FAS TE block: FAS thioesterase domain inhibitors, primary screen, biochemical, fluorescence intensity, uHTS. Fatty acid synthase (Homo sapiens), P49327. recombinant FAS-TE, OMFH fluorogenic substrate, fluorescence endpoint. inhibition, % at 15 µM. 360,000 compounds, 0.67% hits;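 active = compounds whose normalised, plate-corrected inhibition of enzyme fluorescence in the single-dose primary screen is 50% or more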;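 also: 0% = DMSO with enzyme and 100% = substrate without enzyme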
Neddylation inh: inhibitors of cullin neddylation, primary screen, biochemical, TR-FRET, uHTS, NAE and Ubc12; calls only at 25 µM; 360,000 compounds, 0.58% hits; NEDD8-conjugating enzyme Ubc12 (Homo sapiens) + NEDD8-activating enzyme E1 regulatory …; AID 651699, 2012; in the data active = inhibition above about 36%
Target sequence (P61081 whole entry, looked up): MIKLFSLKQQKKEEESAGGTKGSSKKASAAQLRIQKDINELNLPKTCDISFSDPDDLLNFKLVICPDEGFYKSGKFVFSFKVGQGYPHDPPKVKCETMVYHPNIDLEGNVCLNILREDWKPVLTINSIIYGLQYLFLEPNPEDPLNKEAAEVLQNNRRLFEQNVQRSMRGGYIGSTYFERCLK
Target sequence (Q13564 whole entry, looked up): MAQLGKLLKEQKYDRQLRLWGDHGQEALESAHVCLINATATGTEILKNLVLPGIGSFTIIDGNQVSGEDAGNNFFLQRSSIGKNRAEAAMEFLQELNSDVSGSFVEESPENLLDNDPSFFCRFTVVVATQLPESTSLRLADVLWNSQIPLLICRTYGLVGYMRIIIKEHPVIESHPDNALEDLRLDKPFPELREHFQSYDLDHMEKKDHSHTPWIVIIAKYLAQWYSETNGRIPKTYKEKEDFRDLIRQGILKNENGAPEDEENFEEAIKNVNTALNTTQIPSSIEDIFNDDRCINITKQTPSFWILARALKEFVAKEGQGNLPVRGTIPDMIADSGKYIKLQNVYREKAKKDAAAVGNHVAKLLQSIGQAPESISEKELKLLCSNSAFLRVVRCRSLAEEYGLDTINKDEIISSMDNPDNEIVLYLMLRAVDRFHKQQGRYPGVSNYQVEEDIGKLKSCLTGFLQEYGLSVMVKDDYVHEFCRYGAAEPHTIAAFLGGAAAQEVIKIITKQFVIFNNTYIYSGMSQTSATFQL
NadD block: inhibitors of S. aureus NadD, primary screen, biochemical, colorimetric, uHTS; purified NadD enzyme, colorimetric absorbance read-out; inhibition, % at 20 µM; 360,000 compounds, 0.78% hits; in the data active = inhibition above about 26%; also: some compounds past the cut are filed as inactive
Active calls of the source: *; i = inactive; x = no result given.

Second line of a record – PABP1 MLLE inh	FAS TE block	NadD block	CSN deneddyl inh	Rpn11 block	MT1-MMP act inh	SKN-1 inh	Neddylation inh	Rin1-Abl PPI inh
- Cc1ccc(OCC(=O)NC(C)c2ccccc2)cc1C (configuration not stated)
 : 5	5	-1	1	i	-3	-8	i	1
- Brc1cc(Br)c2nc(-c3ccc(N4CCOCC4)cc3)ccc2c1
 : -22	19	4	10	i	-10	24	i	-60
- NC(=O)[C@@H]1CCCNc2c(F)cc([N+](=O)[O-])cc2C(=O)N[C@@H](CO)C(=O)N[C@@H](Cc2ccc(O)cc2)C(=O)N1
 : 5	-6	3	-3	i	-3	-10	i	2
- COc1ccc(NC(=O)C(C)(C)Oc2ccc(Cl)cc2)cn1
 : -16	-6	0	4	i	5	11	i	1
- COc1ccccc1CNC(=O)COc1ccc(Br)c(C)c1
 : 0	18	-6	0	i	2	28	i	-2
- N#Cc1cc(C(=O)c2ccccc2O)cn(-c2nccs2)c1=O
 : 162	-39	-1	19	x	-81	-2	i	-3
- CCc1ccc(C(C)NC(=O)c2ncn[nH]2)cc1 (configuration not stated)
 : 6	-11	1	-1	i	-5	11	i	1
- CCOc1ccccc1C(=O)Nc1nncs1
 : -2	-10	-5	6	i	4	9	i	-6
- COc1ccc(CCNc2oc(COc3ccccc3F)nc2C#N)cc1
 : 2	25	-11	0	i	-2	26	i	2
- Cc1c(C)n2c(SCC(=O)N3CC(C)OC(C)C3)nnc2[nH]c1=O (configuration not stated)
 : 9	-10	-2	0	i	4	4	i	1
- CCOc1cc(NC(=S)NCCCOC)c(OCC)cc1NC(=O)c1cccs1
 : -3	3	2	0	i	5	19	i	-2
- CCOc1ccc(NCc2cccn2-c2nnc(N3CCC(C(=O)NCCCN4CCCCC4)CC3)s2)cc1
 : -33	0	-8	-3	i	-4	3	i	-2
- CSc1ccccc1NC(=O)c1cnc2sc(C)cn2c1=O
 : 7	5	-3	4	i	6	9	i	6
- C/C(=N\NC(=O)c1ccc2c(c1)OCO2)c1ccc2c(c1)OCO2
 : -12	0	-4	8	i	4	-8	i	3
- COc1ccc(C(OCC(O)CNCCc2ccc(S(N)(=O)=O)cc2)c2ccc(OC)cc2)cc1 (configuration not stated)
 : 6	-6	-3	-6	i	-1	-13	i	2
- Cc1nc(NCCN2CCOCC2)c2nnn(Cc3c(F)cccc3Cl)c2n1
 : -3	-4	-2	1	i	11	18	i	0
- COc1cc(/C=N/NC(=O)c2c(C)nnn2-c2nonc2N)ccc1O
 : 6	-7	2	-1	i	5	1	i	-3
- COCCn1c(N)c(N(Cc2ccccc2)C(=O)c2ccc(N3CCCC3=O)cc2)c(=O)[nH]c1=O
 : -21	-3	3	-1	i	-1	-3	i	3
- O=C(NCCc1ccccc1)C1Cc2c(-c3ccc(Cl)cc3)ccnc2O1 (configuration not stated)
 : 22	17	4	0	i	1	18	i	-4
- Cc1cccc(Nc2ncc3c(n2)CC(C)CC3=O)c1 (configuration not stated)
 : 11	-2	-7	-4	i	5	-1	i	-2
- COc1cc(C(=O)Nc2ccc(S(=O)(=O)Nc3cnc4ccccc4n3)cc2)cc(OC)c1OC
 : 3	-1	2	7	i	22	9	i	-4
- Cc1ccccc1OCC(O)CNC1CCCC1 (configuration not stated)
 : 3	-2	-11	0	i	2	1	i	1
- CC(=O)N1CCc2cc(S(=O)(=O)NCC(=O)NCc3ccc(F)cc3)ccc21
 : 10	-10	-2	-3	i	1	7	i	1
- Cc1ccccc1N1CCN(Cc2cc3c(cc2[N+](=O)[O-])OCO3)CC1
 : -2	32	-2	-2	i	0	4	i	1
- O=C(C1CCCN(S(=O)(=O)c2ccccc2)C1)N1CCN(c2ncccn2)CC1 (configuration not stated)
 : 12	-7	-4	-3	i	1	17	i	3
- COc1ccc(O)c(C(=O)c2cnc3nc4ccccc4n3c2)c1
 : -33	-17	13	5	i	2	-5	i	-4
- Cc1ccc(-c2noc(CN(C(=O)c3ccc4c(c3)OCO4)C(C)C)n2)cc1
 : 8	12	-11	1	i	-1	-7	i	2
- COc1ccc(-c2nnc(SCc3nnc(-c4ccccc4)o3)n2-c2ccccc2)cc1
 : -2	8	8	5	i	-1	-9	i	-2
- Cc1ccccc1C(=O)NC1CC2CCCC(C1)N2CC(C)C (configuration not stated)
 : -5	-3	4	-1	i	3	7	i	-1
- Cc1ccc(C(=O)NC(C)C2CC3CCC2C3)cc1 (configuration not stated)
 : 2	6	-3	1	i	3	-7	i	-2
- Cc1nc(NC(=O)CSc2nnc(C)n2CC2CCCO2)sc1C (configuration not stated)
 : 1	-6	6	2	i	4	-9	i	0
- CN1CCN(C(=O)c2cc3nc(-c4ccco4)cc(C(F)(F)F)n3n2)CC1
 : -14	-5	-4	4	i	5	-4	x	0
- Cc1ccc(-n2nnnc2SCC(=O)N(CC(C)C)c2c(N)n(CC(C)C)c(=O)[nH]c2=O)cc1
 : -24	-4	0	-6	i	-37	-14	i	0
- COc1ccccc1CCNC(=O)CNC(=O)Cc1cccc2ccccc12
 : 9	1	-4	-3	i	0	0	i	0
- CCCC1(C(=O)OCC)NC(c2ccc(OC)cc2OC)C2C(=O)N(c3ccccc3)C(=O)C21 (configuration not stated)
 : 1	-2	-1	2	i	1	7	i	1
- Nc1c(Br)cc2c(c1Br)C(O)c1ccccc1-2 (configuration not stated)
 : -5	0	-2	8	i	4	16	i	-2
- Cc1cc(C)c(S(=O)(=O)N(C)CC(=O)NCC2CCCO2)c(C)c1 (configuration not stated)
 : 19	-4	-5	-3	i	1	4	i	-1
- Cc1cc(Nc2ccccc2Cl)nc(-c2ccccc2O)n1
 : 3	26	-4	-1	i	-1	8	i	0
- COc1ccccc1CNC(=O)C1Cc2ccccc2C(=O)O1 (configuration not stated)
 : -8	7	11	5	i	1	13	i	0
- O=C1CN(C(=O)CSc2nc3ccccc3n2CCc2ccccc2)c2ccccc2N1
 : -103	2	3	-8	i	-4	13	i	-1
- O=C(NCc1ccco1)C1CCN(c2nc3ccccc3n2Cc2ccccc2F)CC1
 : -4	1	1	-4	i	-1	-10	i	0
- COC(=O)C1=C(O)/C(=C\c2ccc(CNC(=O)C(=O)Nc3ccc(C)c(C)c3)o2)N=C1C
 : -29	-13	34*	20	i	-7	8	i	-2
- CCOc1ccccc1NC(=O)COc1coc(CN2CCc3ccccc3C2)cc1=O
 : 2	1	1	0	i	0	6	i	-3
- OC[C@@H]1CN(Cc2cccc(C(F)(F)F)c2)C[C@H](n2cnc3c(NCc4ccco4)ncnc32)O1
 : 4	1	2	-5	i	5	4	i	-6
- O=C(NCCN1CCN(C(=O)c2cccc(Br)c2)CC1)C(=O)Nc1ccc(Br)cc1
 : -9	3	6	1	i	0	8	i	2
- COc1ccc(C(=O)NCc2nnc(SCC(=O)c3ccccc3)o2)cc1
 : -47	-6	-9	-5	i	2	10	i	-2
- CCC(=O)Nc1ccc(C(=O)CSc2nnc(-c3ccccc3F)n2C2CC2)cc1
 : 7	-9	11	-1	i	-9	-2	i	0
- CCC(CC)c1nnc(NC(=O)c2cc([N+](=O)[O-])ccc2N2CCOCC2)s1
 : 14	35	0	0	i	6	-7	i	-1
- O=C(CCCN1CCC(O)(c2ccc(Br)cc2)CC1)c1ccc(F)cc1
 : -12	10	-3	-2	i	2	-1	i	-2
- COC(=O)Nc1ccc(N2CCOCC2)c(S(=O)(=O)N2CCOCC2)c1
 : 5	-1	-3	-1	i	-2	17	i	3
- CCNC(=O)C(=O)N1CCC2(CC1)OCCN2S(=O)(=O)c1ccc(C)cc1
 : -1	-5	-2	-3	i	2	-2	i	1
- CC(Sc1nnc(-c2cc3ccccc3o2)n1-c1ccccc1)C(=O)O (configuration not stated)
 : -160	-8	-2	-2	i	0	7	i	-3
- O=C(COc1coc(CN2CCN(Cc3ccccc3)CC2)cc1=O)Nc1ccccc1
 : 11	-3	-1	3	i	5	-3	i	2
- COc1ccc(C(=O)Nc2ccc(N3CCN(C)CC3)cc2)cc1[N+](=O)[O-]
 : 0	1	-6	-9	i	-1	2	i	0
- C[C@H](O)[C@@H]1CN2CCc3c([nH]c4ccccc34)[C@@H]2C[C@@H]1N(C)Cc1cc(Cl)cc(Cl)c1
 : 15	15	10	1	i	-7	-8	i	-6
- CC1CC1C(=O)OCC(=O)Nc1ccc(S(=O)(=O)N2CCOCC2)cc1 (configuration not stated)
 : -7	5	-2	3	i	0	-10	i	1
- COc1ccc(SC[C@H](Cc2ccccc2)N2CC[C@@H](O)CCC2=O)cc1
 : -8	-10	-2	-4	i	-4	-13	i	2
- CCC(C)C(=O)Nc1nnc(SCC(=O)NC2CCCC2)s1 (configuration not stated)
 : 6	-6	-2	4	i	-2	-10	i	4
- CC1(c2ccccc2)NC(=O)N(CC(=O)Nc2ccc(N3CCOCC3)cc2N2CCOCC2)C1=O (configuration not stated)
 : -10	-5	1	1	i	-1	5	i	1
- CCC(=O)Nc1c2c(nn1-c1cccc(Cl)c1)CS(=O)(=O)C2
 : 3	-7	-4	4	i	2	7	i	3

Remaining list, next part
Second line of a record – PABP1 MLLE inh	FAS TE block	NadD block	CSN deneddyl inh	Rpn11 block	MT1-MMP act inh	SKN-1 inh	Neddylation inh	Rin1-Abl PPI inh
- O=c1c(-c2ccnn2-c2ccccc2F)cnc2n1CCS2
 : -6	-4	7	-3	i	0	7	i	1
- CCOC(=O)c1cc2sccc2n1CC(=O)Nc1ccc2c(c1)OCCO2
 : -8	-3	-4	-3	i	1	12	i	1
- CCOC(=O)C(NC(=O)c1ccccc1)(Nc1cc(C)on1)C(F)(F)F (configuration not stated)
 : -5	-4	-4	-1	i	5	-16	i	6
- O=C(CCC(=O)c1cccs1)NNC(=O)c1ccc(Cl)cc1
 : 6	-5	-5	0	i	1	-10	i	1
- CCN(CC)c1ccc(NC(=O)COC(=O)COc2ccccc2[N+](=O)[O-])cc1
 : 7	-8	-5	-4	i	2	11	i	-4
- CC(=O)OC1(C(C)=O)CCC2C3CC(C(F)(F)F)C4=CC(=O)CCC4(C)C3CCC21C (configuration not stated)
 : 9	24	4	4	i	-1	3	i	3

As a working copy, part of the list above.
Second line of a record – PABP1 MLLE inh	FAS TE block	NadD block	CSN deneddyl inh	Rpn11 block	MT1-MMP act inh	SKN-1 inh	Neddylation inh	Rin1-Abl PPI inh
- CCC(=O)Nc1c2c(nn1-c1cccc(Cl)c1)CS(=O)(=O)C2
 : 3	-7	-4	4	i	2	7	i	3
- O=c1c(-c2ccnn2-c2ccccc2F)cnc2n1CCS2
 : -6	-4	7	-3	i	0	7	i	1
- CCOC(=O)c1cc2sccc2n1CC(=O)Nc1ccc2c(c1)OCCO2
 : -8	-3	-4	-3	i	1	12	i	1
- CCOC(=O)C(NC(=O)c1ccccc1)(Nc1cc(C)on1)C(F)(F)F (configuration not stated)
 : -5	-4	-4	-1	i	5	-16	i	6
